Bioassay records: PubChem BioAssay, The Scripps Research Institute Molecular Screening Center
phage Ecoli inh: E. coli growth loss with phage present | inhibition, % at 11.9 µM | growth absorbance | 360,000 tested, 0.26% active; in the data active = inhibition above about 11%
Numbers without * were called inactive. A portion of the library, so the mix of outcomes need not match the whole.

SMILES | phage Ecoli inh
Cc1c(C(=O)NCc2ccc(F)cc2)sc(=O)n1Cc1ccccc1F | 2.6
C=CCN1[C@@H](Cc2ccccc2)COc2cc(N3CCSCC3)ccc2S1(=O)=O | 3.8
Fc1cccc(Cc2c(-c3ccccc3)nc3ccc(Cl)cn23)c1 | 0.7
COc1cccc(-c2cc3nc(NCCOc4ccccc4Cl)n(C)c(=O)c3s2)c1 | -0.6
C=CCN1CC(COc2ccc(OC)cc2)OCCS1(=O)=O (stereo unspecified) | -0.5
CC(C)CN1CCN(C(=O)COC(=O)c2ccc(S(C)(=O)=O)c([N+](=O)[O-])c2)CC1 | -0.7
Oc1cccc(-c2csc(C(O)(c3ccccc3)C(F)(F)F)n2)c1 (stereo unspecified) | 1.6
COC(=O)C1=C(C)N(Cc2ccc(Cl)cc2)C(=S)NC1c1cccc(Br)c1 (stereo unspecified) | 3.4
CC(=O)Nc1cnc(-c2cccc(C(=O)N(C)C)c2)cn1 | 2.2
COc1ccc(Nc2c(CCc3ccccc3)nc3nc(C)cc(C)n23)cc1 | -2.9
COC(=O)[C@]12CCCCC=C1N(Cc1cccc3ccccc13)C(=O)[C@H](CC(=O)N1CCOCC1)C2 | -1.2
CCCCn1nnnc1C1(C)CCC(=O)N1Cc1ccc(C)cc1 (stereo unspecified) | 1.6
Cc1[nH]c2ccccc2c1CC(=O)Nc1ccc(Nc2cccnc2)c(-c2ccc(C(C)(C)C)cc2)c1 | 0.2
CS(=O)(=O)Nc1ccc(F)cc1 | 2.5
CC1(C(=O)Nc2cccc(NS(C)(=O)=O)c2)CCN1CCc1ccccc1 (stereo unspecified) | 3.5
CC(C)c1ccc(NC(=O)C2(C)Cc3c(-c4ccc(C(N)=O)cc4)ccnc3O2)cc1 (stereo unspecified) | -1.4
COc1ccc(C(C(=O)NC(C)(C)C)n2c(=O)c(-c3cc4ccccc4[nH]3)nc3ccccc32)cc1 (stereo unspecified) | 0.4
CCOC(=O)C(CC)c1cc2n(c(=O)c1C#N)CCC21OCCO1 (stereo unspecified) | 1.7
CC(=O)NCCNc1nc2cc(-c3cccc(Cl)c3)sc2c(=O)n1C | 2.3
Cc1nc(C(F)(F)F)ccc1C(=O)N1CCCC1(C)C(=O)NCC(C)C (stereo unspecified) | 0.2
CC1(c2nc3ccccc3[nH]2)CCC(=O)N1Cc1cccs1 (stereo unspecified) | 4.3
N#Cc1ccc(-c2nc3c(Cl)cc(C(F)(F)F)cn3c2Cc2ccsc2)cc1 | 0.5
CC(C)c1ccc(NC(=O)C2Cc3c(-c4ccco4)ccnc3O2)cc1 (stereo unspecified) | 0.9
CN(Cc1ccccc1)C(=O)[C@@H]1CCCN1C(=O)[C@@H]1CCCN1C(=O)c1cccc(Cl)c1 | 1.8
CC1(C(=O)NS(=O)(=O)c2cccs2)CCN1C(=O)Cc1ccc(Cl)cc1Cl (stereo unspecified) | 1.7
CC(C)C[C@@H]1O[C@H](C(C)C)Cc2[nH][nH]c(=O)c21 | 1.7
O=C(Nc1ccccc1)c1ccccc1Br | 4.3
CCc1nc2c(OCCOC)cccn2c1N(C)C(=O)Nc1ccccc1OC | 1.8
Cc1ccc(Cc2c(-c3cccc(Br)c3)nc3ccc(C)cn23)cc1 | 1.2
CC(C)C[C@H]1CN(CCCC[C@@H]2CNC(=O)C(=O)N2CC2CCCCC2)C(=O)C(=O)N1CCc1ccc(O)cc1 | 0.9
Nc1[nH]c(C(=O)c2ccccc2)c(-c2ccc(Cl)cc2)c1C(=O)NCc1ccccc1 | 1.2
COC(=O)c1ccc(N2C(c3ccsc3)=Cc3cc4c(cc3C2CC(=O)c2ccco2)OCO4)cc1 (stereo unspecified) | 2.3
COCCNC(=O)C1(C)CCCN(C(=O)c2cccc3ccccc23)C1 (stereo unspecified) | 1.0
OC(c1ccc(F)c(F)c1)c1ncc(-c2cccc(C(F)(F)F)c2)[nH]1 (stereo unspecified) | 3.5
CNc1ccc(Cl)cc1S(=O)(=O)c1ccccc1[N+](=O)[O-] | 1.1
C[C@@H]1ON(C)[C@H]2C[C@H]3c4[nH]c5cccc(-c6cccc(F)c6)c5c4CCN3C(=O)[C@@H]12 | -0.2
COCCNC(=O)C1(C)CCCN(C(=O)c2cc(OC)c(OC)c(OC)c2)C1 (stereo unspecified) | 3.8
FC(F)(F)c1ccccc1Cc1c(C2CCCCC2)nc2c3ccccc3ccn12 | 0.2
CC(C)c1cccc(-c2csc(C(O)c3ccc(F)cc3)n2)c1 (stereo unspecified) | -0.5
CCNC(=O)C1(C)CCN(C(=O)c2cccnc2SC)C1 (stereo unspecified) | 2.9
Nc1[nH]c(C(=O)c2ccccc2)c(-c2cccc(C(F)(F)F)c2)c1C(=O)NCCc1c[nH]c2ccccc12 | 5.2
O=c1[nH]c2cc(O)ccc2c2ccccc12 | 2.9
O=[N+]([O-])c1nccn1CC(O)CO (stereo unspecified) | 5.9
O=Cc1ccccc1Cl | 3.7
Cc1ccc(NC(=O)C2(C)CCN2C(=O)Cc2ccc(-c3ccccc3)cc2)cc1 (stereo unspecified) | 1.7
O=C(NCC1CCOCC1)c1ccc(-c2ccc(F)c(F)c2)c2ccoc12 | 0.3
CC1(C(=O)Nc2cnc3ccccc3c2)CCN1Cc1ccccc1OC(F)F (stereo unspecified) | 1.3
CCc1nc2ccc(C(=O)Nc3ccc(C(=O)N(C)C)cc3)cn2c1N(C)CCCc1ccccc1 | -3.0
COC(=O)C1=C(C)N(C)C(=NCc2cccc(C(F)(F)F)c2)NC1c1cccc(Cl)c1 (stereo unspecified) | 3.6
O=C(Nc1nc2ccccc2s1)c1ccc2c(c1)S(=O)(=O)c1ccccc1C2=O | 6.9
COC(=O)C1=C(C)N(C)C(=NCC2CC2)NC1c1cccc(C(F)(F)F)c1 (stereo unspecified) | 1.0
CCOc1ccc(-c2cc(C(=O)NCc3ccccc3)[nH]n2)c(C)c1 | 5.0
COC(=O)C1=C(C)N(C)C(=NCc2ccc3c(c2)OCO3)NC1c1ccccc1 (stereo unspecified) | 5.5
COc1ccc(C2CC(=O)C(c3ccc(Cl)c(Cl)c3)=CN2Cc2ccccc2)cc1 (stereo unspecified) | 3.3
OC[C@@H]1CN(Cc2cccc(C(F)(F)F)c2)C[C@H](n2cnc3c(NCc4ccncc4)ncnc32)O1 | 4.7
OC(c1ccc(F)c(F)c1)c1nc(-c2csc3ccccc23)cs1 (stereo unspecified) | 1.5
Cc1ccc(C(=O)Nc2nc(C(N)Cc3ccc(C(F)(F)F)cc3)cs2)cc1 (stereo unspecified) | 3.2
Cc1ccc(C(O)c2ncc(-c3ccc4ccccc4c3)[nH]2)cc1F (stereo unspecified) | 1.6
O=C(NCCN1CCC(n2c(=O)[nH]c3ccccc32)CC1)c1ccc(F)c(C(F)(F)F)c1 | 1.2
CC1(C(=O)NS(=O)(=O)c2ccc(C#N)cc2)CCN1C(=O)Cc1ccsc1 (stereo unspecified) | 2.1
Additional compounds follow:
SMILES | phage Ecoli inh
CCc1nc2ccc(C(=O)NCc3ccc4c(c3)OCO4)cn2c1N(C)Cc1cccs1 | -0.6
COC(=O)[C@@]1(Sc2ccc(C)cc2)CC(=O)N(C(=O)c2ccccc2)[C@@H]1c1ccccc1 | 2.7
O=C(NCc1cccnc1)c1cc(C2CCCCN2C(=O)c2ccc3c(c2)CCO3)on1 (stereo unspecified) | 0.6
COc1cc(NC(=O)Nc2nnc([C@H]3C[C@H](O)[C@@H](CO)O3)s2)cc(OC)c1 | 2.3
COc1ccc(C(C)(NC(C)=O)c2nc(-c3ccc(F)cc3OC)cs2)cc1 (stereo unspecified) | 3.5
CCCc1c(-c2cccc(Br)c2)ncn1Cc1cccc(-c2ccccc2)c1 | -0.4
Cc1cccc(C)c1NC(=O)C(c1ccccc1)N1CCC(Cc2ccccc2)CC1 (stereo unspecified) | 5.0
CCCN1CCCCC(NC(=O)c2ccccc2C)C1=O (stereo unspecified) | 3.0
Cc1ccc(C(=O)NC2CCCCN(C)C2=O)cc1 (stereo unspecified) | 1.7
Cc1cc2c(cc1C)-n1nnnc1C(N1CCCC1)C(=O)N2 (stereo unspecified) | 0.6
CSCCC(c1nc2ccccc2[nH]1)n1c(/C=C/c2ccc(F)c(F)c2)nc2ccccc21 (stereo unspecified) | 9.1
COc1cc(CN2C[C@@H](CO)O[C@@H](n3cnc4c(Nc5ccccc5)ncnc43)C2)cc(OC)c1OC | 2.6
CNc1cccc(-c2ccc(C(=O)N3CCOCC3)cc2)n1 | 1.1
C[C@H]1[C@H](c2ccccc2)Oc2ccc(Cl)cc2S(=O)(=O)N1C[C@@H]1CCCN1C(=O)OC(C)(C)C | 4.4
CN(C)c1cccc(CNC(=O)c2csc([C@@H]3O[C@H](CO)[C@@H](O)[C@H]3O)n2)c1 | 2.6
COc1ccccc1Cc1c(-c2ccccc2)nc2c3ccccc3ccn12 | 1.0
COc1ccc(-c2ccc(C(=O)N3CCOCC3)c3occc23)c(C)c1 | 4.4
C[C@@H]1ON(C)[C@H]2C[C@H]3c4[nH]c5c(-c6ccc(C(F)(F)F)cc6)cccc5c4CCN3C(=O)[C@@H]12 | -1.7
Cc1cccc(C)c1NC(=O)C(CCc1ccccc1)N1CCN(C)CC1 (stereo unspecified) | 1.4
CCN1C(=O)N[C@@H]2C[C@H](C(=O)N3CCCC3)[C@H](C)[C@H](c3ccccc3)C[C@@H]21 | 4.3
COc1ccc(Cl)cc1-c1cc(C(=O)NCc2ccc(F)cc2)[nH]n1 | -0.3
FC(F)(F)c1ccccc1Cc1c(-c2cccc(Cl)c2)nc2c3ccccc3ccn12 | 0.2
COC(=O)[C@@]1(C(C)C)N=C(c2cc(OC)c(OC)c(OC)c2)[C@]2(O1)C(=O)Nc1ccc(F)cc12 | 0.9
O=C(NCc1cccs1)c1ccc2sc(C3=C[C@@H](O)[C@@H](O)[C@@H](CO)O3)nc2c1 | 2.3
CCc1nc2c(OCC(=O)c3ccc(F)cc3)cccn2c1N(C)C(=O)c1cccs1 | 3.1
COc1ccc(/C=C/C(=O)c2c(O)cc(OC)cc2OC)cc1 | 2.8
COC(=O)[C@@]12C[C@@H](CC(=O)N3CCOCC3)C(=O)N(Cc3cccc4ccccc34)C1=CCC(C)(C)C2 | 2.4
CC1(C(=O)NS(=O)(=O)C2CC2)CCN(C(=O)CSc2ccccc2)C1 (stereo unspecified) | 3.0
CN(Cc1ccc2c(c1)CCCN2C)C(=O)[C@H]1O[C@@H](n2cnc3c(N)ncnc32)[C@H](O)[C@@H]1O | 3.1
O=C(c1[nH]c(C(F)(F)F)nc1-c1ccccc1)N1CCN(c2ncccn2)CC1 | 0.4
COc1cc(-c2cnc3c(NC=O)cc(-c4ccc(C)cc4)cn23)cc(OC)c1OC | 4.7
CC1(c2nc3ccccc3[nH]2)CCCC2=Nc3ccccc3CN21 (stereo unspecified) | 2.1
CCCCc1c(-c2ccccc2OC)ncn1CCc1ccccc1Cl | -0.9
CCCCOCCCNC(=O)C[C@H]1C[C@@]2(C(=O)OC)C(=C[C@H](COCc3ccccc3)O[C@@H]2C)N(CCC2=CCCCC2)C1=O | 2.2
COc1ccc([C@H]2CC(=O)C[C@@H](CCn3cc(CC4CCCC4)nn3)O2)cc1 | 4.0
COCCNC(=O)c1cc2c(c(-c3cccc(-c4cc5ccccc5o4)c3)n1)[C@@H](CCO)N(S(=O)C(C)(C)C)C2 (stereo partly specified) | 3.4
COc1ccc(-c2cnc3c(NC=O)cc(-c4ccccc4)cn23)cc1OC | -0.2
O=C1C(=Cc2cccc(F)c2)Cc2ccccc21 | 2.2
O=C(NCCO)c1cccc(-c2cc(Nc3ccc(OC(F)(F)F)cc3)ncn2)c1 | 0.9
CCNC(=O)C1(C)CCN1C(=O)Cc1ccc(C(C)C)cc1 (stereo unspecified) | -0.6
O=C(C(=O)N1CCC(CNS(=O)(=O)c2ccc(OC(F)(F)F)cc2)CC1)c1cc2ccccc2o1 | 0.8
O=C(C(=O)N1CCN(C(=O)OCc2ccccc2)CC1)c1cccnc1 | -0.1
CCOC1=C2[C@@H](CN(S(=O)(=O)c3ccc(C)cc3)[C@H]2c2ccccc2F)[C@H]2C(=O)N(Cc3ccccc3)C(=O)[C@H]2C1 | -0.4
COC(=O)[C@]12CCCCC=C1N(Cc1cccc3ccccc13)C(=O)[C@H](CC(=O)N1CCCC1)C2 | 4.3
O=C(c1ccc(CSc2ccc(Cl)cc2)o1)N1CCOCC1 | 3.6
COC(=O)N1CCCCC1c1cc(C(=O)Nc2ccccc2Cl)no1 (stereo unspecified) | 3.0
COC(=O)[C@]12C[C@H](CC(=O)NCc3cccs3)C(=O)N(CCc3ccc(OC)c(OC)c3)C1=C[C@H](C(C)(C)C)O[C@@H]2C | 2.4
COc1ccc(OC)c(NC(=O)Nc2nnc(COCCO)s2)c1 | -0.5

In the list so far, twelve contain a thiophene ring, fused or not.
SMILES | phage Ecoli inh
COc1cccc(-c2cc3nc(NCCOc4ccccc4Cl)n(C)c(=O)c3s2)c1 | -0.6
CC(=O)NCCNc1nc2cc(-c3cccc(Cl)c3)sc2c(=O)n1C | 2.3
CC1(c2nc3ccccc3[nH]2)CCC(=O)N1Cc1cccs1 (stereo unspecified) | 4.3
N#Cc1ccc(-c2nc3c(Cl)cc(C(F)(F)F)cn3c2Cc2ccsc2)cc1 | 0.5
CC1(C(=O)NS(=O)(=O)c2cccs2)CCN1C(=O)Cc1ccc(Cl)cc1Cl (stereo unspecified) | 1.7
COC(=O)c1ccc(N2C(c3ccsc3)=Cc3cc4c(cc3C2CC(=O)c2ccco2)OCO4)cc1 (stereo unspecified) | 2.3
OC(c1ccc(F)c(F)c1)c1nc(-c2csc3ccccc23)cs1 (stereo unspecified) | 1.5
CC1(C(=O)NS(=O)(=O)c2ccc(C#N)cc2)CCN1C(=O)Cc1ccsc1 (stereo unspecified) | 2.1
CCc1nc2ccc(C(=O)NCc3ccc4c(c3)OCO4)cn2c1N(C)Cc1cccs1 | -0.6
O=C(NCc1cccs1)c1ccc2sc(C3=C[C@@H](O)[C@@H](O)[C@@H](CO)O3)nc2c1 | 2.3
CCc1nc2c(OCC(=O)c3ccc(F)cc3)cccn2c1N(C)C(=O)c1cccs1 | 3.1
COC(=O)[C@]12C[C@H](CC(=O)NCc3cccs3)C(=O)N(CCc3ccc(OC)c(OC)c3)C1=C[C@H](C(C)(C)C)O[C@@H]2C | 2.4
